Screening data (PubChem)
GSK3A inh: blocks human GSK-3 alpha kinase. P49840. ADP-Glo luminescence, 60 min. inhibition, % at 10 µM. 320,000 compounds, 0.1% hits. AID 2650;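 in the data active means inhibition above about 50%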;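 further: GST-tagged GSK-3 alpha with peptide substrate and 25 µM ATP; 0% = DMSO neutral wells and 100% = GW8510 positive control wells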
Target sequence (P49840 whole entry, looked up): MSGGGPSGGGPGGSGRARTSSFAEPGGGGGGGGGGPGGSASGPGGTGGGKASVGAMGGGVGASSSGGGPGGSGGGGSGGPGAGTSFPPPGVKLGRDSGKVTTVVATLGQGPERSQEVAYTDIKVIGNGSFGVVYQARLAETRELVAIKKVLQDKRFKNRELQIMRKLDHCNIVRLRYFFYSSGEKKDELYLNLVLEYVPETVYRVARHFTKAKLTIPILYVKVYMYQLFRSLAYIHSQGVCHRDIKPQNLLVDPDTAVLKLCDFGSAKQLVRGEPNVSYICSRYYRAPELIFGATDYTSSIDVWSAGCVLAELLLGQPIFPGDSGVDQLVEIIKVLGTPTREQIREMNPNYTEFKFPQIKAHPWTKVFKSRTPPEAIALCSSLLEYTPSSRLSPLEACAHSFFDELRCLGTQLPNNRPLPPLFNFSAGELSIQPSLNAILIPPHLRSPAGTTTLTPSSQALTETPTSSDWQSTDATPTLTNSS
HSF-1 act: increases HSF-1 driven luciferase reporter signal. AID 504408. activation, % at 9 µM. NIH3T3-HGL HSF-1 luciferase reporter, MG132, 8 h; 100% = twice DMSO control signal. 300,000 compounds, 1.7% hits;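 active means mean replicate activation of at least 50% with a set share of replicates each reaching 50%; inconclusive means only one of those two conditions met; inactive means mean below 50% and too few replicates reaching it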;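 further: 0% = median of the neutral control wells and 100% = twice that signal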
HDAC3 inhib: inhibitors of human histone deacetylase 3. O15379. recombinant HDAC3, fluorogenic peptide/trypsin coupled, fluorescence. inhibition, % at 8.3 µM. 320,000 compounds, 0.15% hits; in the data active means inhibition above about 26%, passing the limit was not always enough; inconclusive means no clear call, values can overlap the other calls
Target sequence (O15379 whole entry, looked up): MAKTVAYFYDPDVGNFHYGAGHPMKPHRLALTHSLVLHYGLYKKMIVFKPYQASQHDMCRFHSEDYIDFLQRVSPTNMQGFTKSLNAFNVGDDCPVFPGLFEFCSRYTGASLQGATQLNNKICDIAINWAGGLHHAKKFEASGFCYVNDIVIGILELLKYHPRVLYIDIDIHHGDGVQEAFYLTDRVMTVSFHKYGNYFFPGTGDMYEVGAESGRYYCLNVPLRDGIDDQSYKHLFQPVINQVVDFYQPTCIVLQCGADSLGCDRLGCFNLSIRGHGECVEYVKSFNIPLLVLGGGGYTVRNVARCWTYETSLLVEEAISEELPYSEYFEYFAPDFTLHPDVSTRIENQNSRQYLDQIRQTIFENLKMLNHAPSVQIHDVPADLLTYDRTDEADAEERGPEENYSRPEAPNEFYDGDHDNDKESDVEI
AI-2 QS mod: modulates the Vibrio harveyi AI-2 quorum sensing system. activity change, % at 7.5 µM. Vibrio harveyi JMH597 AI-2 luminescence/OD600 ratio, 9 h; hits give low values; strain lacks LuxN and CqsS sensors; 0 = neutral-control median. 300,000 compounds, 0.4% hits; in the data active means activity change below about -75%, passing the limit was not always enough; inconclusive means no clear call, values can overlap the other calls;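 further: luminescence divided by OD600 gain over 9 h not by final OD600 alone; inactives centre near 13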
HSP90 refold inh: blocks HSP90-mediated luciferase refolding in reticulocyte lysate; inhibition, % at 5.6 µM; Rabbit reticulocyte lysate, luciferase refolding luminescence, 3 h; 290,000 compounds, 0.91% hits;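 active means inhibition above the screen-wide mean plus 3 SD, computed separately per campaign, cut at about 16% in these data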;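 further: 0% = DMSO wells and 100% = 60 µM geldanamycin wells; inhibitors lower the luminescence because luciferase stays unfolded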
PolyA inhibitor: inhibitors of polyadenylation in S. cerevisiae | 300,000 compounds, 0.02% hits | S. cerevisiae SKY197-pL101 polyadenylation reporter, beta-gal luminescence; efflux-impaired pdr1/pdr3 knockout yeast; score 100 = 6 SD above DMSO | calls only at 12 µM;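 active means lowest replicate activity score at least 50, where 100 means six control SD above control mean; inconclusive means lowest score under 50 but half or more replicates reach 50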;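 further: yeast exposed to compound for 9 h at 30 °C; higher score means more reporter readthrough which indicates perturbed polyadenylation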
HSF1 inh: HSF1 inhibition; NIH3T3-HGL HSE-luciferase, MG132-induced, luminescence 8 h; hits give low values; activity change, negative = inhibition, % at 7.5 µM (by protocol); 300,000 compounds, 0.77% hits; AID 2098;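 active means more than half of replicate wells show activity change below -50%, luminescence cut by over half; inconclusive means some wells, but at most half, below -50%; inactive means no replicate well below -50%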;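 further: luciferase reports HSF-1 transcriptional activity via heat shock element; 0% = median of DMSO wells and -100% = zero luminescence signal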
GSK3beta inhib: blocks human GSK3beta kinase activity; GST-GSK3beta kinase, ADP-Glo luminescence, 60 min; hits give low values; activity score (negative = inhibition), % at 10 µM; P49841; 300,000 compounds, 0.038% hits;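 active means more than half of replicate wells score below -50%, meaning over 50% inhibition versus plate controls; inconclusive means some replicates but at most half score below -50%; inactive means no replicate scores below -50%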;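 further: 0% = median DMSO wells and -100% = median GW8510 positive control wells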
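Test system: GST-tagged human GSK3beta kinase, cell-free; evaluation: activity score scaled between in-plate DMSO and GW8510 controls; measured by: ADP-Glo luminescence; incubation: 60 min reaction, RT; benchmarks: DMSO and 20 µM GW8510; reagent: peptide substrate plus 25 µM ATP (final); medium: Tris/MgCl2 kinase buffer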
Platelet DG rel: modulates dense granule release in human platelets. human platelet-rich plasma, SFLLRN dense granule ATP release, luminescence. inhibition, %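 (compounds screened at 7.5 µM in platelet-rich plasma)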. 300,000 compounds, 0.22% hits;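 active means mean replicate score, as percent of positive control, at or above 50; inconclusive means mean below 50 but at least one replicate at or above 50; inactive means mean and every replicate below 50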
DYRK1A inh: blocks rat Dyrk1A kinase activity. ADP-Glo luminescence, NFATc1 peptide. inhibition, % at 12.5 µM. 310,000 compounds, 0.43% hits. AID 504441; in the data active means inhibition above about 50%;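 further: plate controls were vehicle with enzyme for no effect and no enzyme for full effect; many of its hits are not listed in these tables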
* marks the source's active call; other numbers are inactive results; i = inactive; ? = inconclusive; . = no result given.

cpd	mol	GSK3A inh	HSF-1 act	HDAC3 inhib	AI-2 QS mod	HSP90 refold inh	PolyA inhibitor	HSF1 inh	GSK3beta inhib	Platelet DG rel	DYRK1A inh
1	COc1ccc2cc(S(=O)(=O)NCCCN3CCOCC3)ccc2c1	8	-19	3	8	-4	i	-3	3	-4	1
2	CCCc1c(NC(=O)Nc2ccc(F)cc2)cnn1-c1ccc(Cl)cc1	-1	-8	-12	4	2	i	0	-2	-4	-4
3	O=C(Cc1cccs1)N/N=C/C(Cl)=C/c1ccccc1	7	-35	3	17	3	i	-16	-3	-21	-3
4	COC(=O)c1ccc(CN2CCN(C3CCCC3)C(CCO)C2)cc1 (centres undefined)	1	9	1	30	0	i	-2	1	-4	-2
5	CCOc1ccc2ccccc2c1/C=N\NC(=O)c1ccc([N+](=O)[O-])cc1	-3	26	-3	18	1	i	11	5	2	0
6	CCc1ccc(-c2nc(CSCC(=O)NC3CC3)c(C)o2)cc1	-1	-78	-1	17	-1	i	-71*	-2	0	.
7	CSCCC(=O)N1CC[C@@H](N2CCN(c3ccccc3F)CC2)[C@H](O)C1	-6	-9	-3	19	-1	i	-4	2	-1	7
8	Cc1ccc(S(=O)(=O)N2CCCC(C(=O)NCC(C)C)C2)cc1 (centres undefined)	-7	-4	-11	23	2	i	0	0	-13	.
9	COc1ccc(OC)c(-n2c(-c3cccc(S(=O)(=O)N(C)C)c3)n[nH]c2=S)c1	-1	2	4	10	-1	i	-3	-2	2	0
10	O=[N+]([O-])c1ccc2[nH]c3c(c2c1)CCCC3	.	0	0	9	-3	i	4	-5	-2	8
11	C=CCn1c(SCc2csc(C)n2)nc2sc3c(c2c1=O)CCCC3	-27	13	-3	12	3	i	5	-5	-7	-5
12	COC(=O)[C@H]1C[C@@H]1[C@H](NC(=O)c1cnccn1)c1ccccc1	.	-5	-1	31	-3	i	-4	1	-1	3
13	CCOc1ccc(C(=O)NC2CCN(C(=S)NCc3ccco3)CC2)cc1	-4	17	3	13	0	i	20	1	-1	0
14	C=CCNc1nc(C(=O)OCC(=O)c2ccc(C)c([N+](=O)[O-])c2)cs1	-3	-15	4	12	7	i	-2	-2	-6	1
15	c1cc2nnnn2nc1N1CCCCC1	-2	2	2	3	-2	i	-15	1	11	22
16	O=C(c1ccccc1Cl)N1CCN(S(=O)(=O)c2cccs2)CC1	0	-14	4	16	5	i	-3	5	4	-12
17	COc1ccc(CCN2CCCC(CN(C)C(=O)c3ccoc3)C2)cc1 (centres undefined)	2	24	-2	-3	-1	i	1	-3	-8	-3
18	O=c1oc2c(Cl)cc(Cl)cc2cc1-c1nnc(Nc2ccccc2F)s1	0	9	-3	-4	2	i	1	1	-1	.
19	CCN1CCN(Cc2nnc(-c3ccccc3)o2)CC1	-1	1	-3	13	2	i	-6	0	-4	-2
20	O=C1OC(CO)CN1Cc1ccccc1 (centres undefined)	1	26	-9	18	-1	i	7	3	-3	0
21	Cn1c2c(c(=O)[nH]c1=O)C(c1ccc(O)cc1)C1=C(N2)c2ccccc2C1=O (centres undefined)	10	.	2	16	1	i	.	-4	7	3
22	O=C(CN1CCSCC1)N/N=C/c1ccc(F)cc1F	0	14	10	6	-2	i	-8	1	-1	4
23	C=CCn1c(C(C)NC(=O)C(C)(C)C)nc2ccccc21 (centres undefined)	-5	14	1	5	-2	i	-6	-1	-1	-1
24	O=C(COC(=O)c1cc([N+](=O)[O-])ccc1N1CCOCC1)NC1CCS(=O)(=O)C1 (centres undefined)	1	-10	9	12	.	i	-5	0	14	1
25	C/C(=N\NC(=O)c1cc(C)oc1C)c1ccc2ccccc2c1	3	15	0	40	2	i	11	-2	-2	-8
26	CC(=O)Nc1ccc(N2C(=O)C3C4C=CC(CC4)C3C2=O)cc1 (centres undefined)	-2	6	2	5	2	i	-3	-1	2	-1
27	O=c1[nH]c(N/N=C/c2ccccc2)nc2ccccc12	1	7	-25	15	-1	i	7	-27	-1	25
28	CCOc1ccc(CN(C)C(=O)NNC(=O)c2ccc(C)cc2)cc1OC	1	3	1	.	-3	i	-4	.	16	3
29	COc1ccc(S(=O)(=O)N2CCOC23CCN(S(=O)(=O)c2ccc(C)cc2)CC3)cc1	-3	-7	1	20	.	i	-4	2	-37	4
30	COc1ccc(-c2cc(C(F)(F)F)n3nc(C(=O)N4CCN5CCCC5C4)cc3n2)cc1OC (centres undefined)	0	-1	3	3	1	i	3	0	-8	-3
31	CCSc1nc(O)c(CC)c(=O)n1C(C)CC (centres undefined)	-6	.	3	14	5	i	.	0	-6	-11
32	c1nc2sc3c(c2c2nnnn12)CCCC3	12	-25	-3	2	1	i	-24	1	-6	50*
33	CCc1cccc(C)c1NC(=S)N(CCN(C)C)C(C)c1cccnc1 (centres undefined)	-1	5	2	14	-1	i	-3	3	12	.
34	N#C/C(=N\Nc1ccccc1F)C(=N)N1CCCCC1	-2	20	0	4	-2	i	19	0	0	12
35	COc1ccc(CC(=O)n2c(CC#N)nc3ccccc32)cc1OC	-3	2	0	14	-5	i	2	4	-2	11
36	CN=c1scc(-c2cccs2)n1/N=C/c1ccc(O)c(O)c1O	7	-51	3	12	24*	i	?	-3	60*	16
37	O=C(Cn1c(NCCCO)nc2ccccc21)c1cccc(Br)c1	0	9	-2	32	-2	i	0	0	5	4
38	O=C(CC1CCCCC1)c1c(O)c2ccccc2oc1=O	-1	-4	-2	24	1	.	12	-1	8	2
39	CCCc1cc(=O)[nH]c2nnc(SCC(=O)Nc3cc(C)on3)n12	.	-29	.	19	.	i	-15	3	-12	7
40	Cn1c(=O)cc(OCC(=O)NC2CCCCC2)c2ccccc21	6	2	10	-1	-5	.	0	-1	-10	-4
41	O=C(OCc1cn(-c2ccc(Cl)cc2)nn1)c1ccccc1	-1	3	-6	-37	0	i	4	1	-6	-3
42	CC(C)C(NC(=O)c1ccc(C(C)(C)C)cc1)C(=O)O (centres undefined)	-2	5	4	24	-3	i	4	1	-4	-5
43	O=C(O)CCCN1C(=O)C2C3CCC(O3)C2C1=O (centres undefined)	1	-12	2	13	1	i	-7	-1	3	0
44	Cc1cc2nc(/C=C/c3cccnc3)[nH]c2cc1C	-3	7	2	2	0	i	-3	2	-1	.
45	O=C(Nc1ccc(S(=O)(=O)Nc2ncccn2)cc1)c1ccc(Br)o1	-1	1	-1	-3	2	i	0	2	-81	-1
46	COc1ccc(CC(=O)N2CCCc3ccccc32)cc1OC	-1	-1	6	25	-1	i	-3	-10	.	3
47	CCC(C)NC(=O)c1ccccc1NC(=O)Nc1ccccc1 (centres undefined)	0	3	0	4	0	i	-3	2	-1	0
48	O=C(NCCc1ccccc1)C(=O)NN=C1CCCC1	-1	18	-2	11	-1	i	12	2	-3	-5
49	O=C(COC(=O)c1ccc(Br)cc1)NCc1ccccc1	0	-10	0	5	-3	i	-5	0	-20	0
50	CC(=O)N1c2ccc(S(=O)(=O)N3CCCC(C(=O)N4CCCCC4)C3)cc2CC1C (centres undefined)	-2	3	5	8	6	i	-6	3	-8	4

Further entries.
cpd	mol	GSK3A inh	HSF-1 act	HDAC3 inhib	AI-2 QS mod	HSP90 refold inh	PolyA inhibitor	HSF1 inh	GSK3beta inhib	Platelet DG rel	DYRK1A inh
51	CCOC(=O)c1cc2c(C)n(-c3ccc(OCC)cc3)c(C)c2ccc1=O	0	6	18	-1	0	i	1	2	-2	4
52	CCCSC1=N/C(=C\c2ccsc2)C(=O)S1	4	0	-2	17	6	i	-1	0	-1	0
53	Cc1nnc(SCCn2c(N3CCN(C)CC3)nc3c2c(=O)[nH]c(=O)n3C)s1	0	-30	0	-3	-1	i	-10	-5	2	-2
54	COc1ccc(N2C(=O)CC(Nc3ccc(C(=O)O)cc3)C2=O)cc1OC (centres undefined)	-2	-9	-5	12	3	i	-5	3	5	.
55	Cc1c(C(=O)OCC(=O)Nc2c(C)n(C)n(-c3ccccc3)c2=O)cccc1[N+](=O)[O-]	-1	4	.	15	-1	i	0	-1	0	-4
56	COc1ccccc1C1=CC(=O)CCC1	-1	2	-7	12	.	i	-1	2	0	-1
57	Cc1cccc(-n2c(CNC(=O)Cc3ccccc3)n[nH]c2=S)c1	0	-8	12	31	1	.	0	2	-2	-2
58	COc1ccc(Br)cc1CN1CCN(C(=O)c2ccc(OC)c(OC)c2)CC1	-4	-3	0	15	-1	i	-3	3	3	-2
59	Cc1ccccc1C(=O)NC1CCN(CC(=O)NCc2ccccc2)CC1	-1	3	8	18	2	i	0	4	0	0
60	O=c1cc(-c2c(F)c(F)c(F)c(F)c2F)oc2c(F)c(F)c(F)c(F)c12	-6	-95	-2	-78*	-1	i	-94*	3	5	.
61	O=[N+]1C2=C(CCCC2)N([O-])C12CCCC2	-40	3	1	10	5	i	4	1	-2	6
62	O=C(Nc1ccc(C(F)(F)F)cc1)N1CCN(c2ccnc3cc(Cl)ccc23)CC1	-1	6	22	.	-4	i	-5	2	-1	-4
63	CC(=O)N1N=C(c2cccc([N+](=O)[O-])c2)OC1c1cccc(Br)c1 (centres undefined)	-1	-7	-1	5	-2	i	-2	3	-2	-4
64	Cc1ccc(-c2nc(CN3CCCCC3)cc(CN3CCCCC3)c2O)cc1	0	-11	-37	-1	0	i	2	-5	-7	0
65	COc1cc(C(N)=O)cc(Cl)c1OCc1ccccc1	-2	15	4	15	-4	i	2	-1	-4	2
66	COc1ccc(N2CCC(CNC(=S)Nc3cccc(OC)c3)C2)cc1 (centres undefined)	-1	-14	-2	36	18*	i	-5	6	6	.
67	COc1ccccc1Cn1c(=S)[nH]c2cc(C(=O)N3CCC(C(N)=O)CC3)ccc2c1=O	-5	2	4	3	-2	i	-9	-4	-3	-2
68	CCCn1cc(CN2CCC(C(=O)Nc3cccc(-c4cscn4)c3)CC2)c(C)n1	-1	7	-3	11	-2	i	2	3	-11	1
69	COCCn1c(SCc2cccnc2)nnc1-c1ccco1	0	-8	7	12	-2	i	-3	5	3	-6
70	COC(=O)c1ccccc1NC(=O)/C=N/O	3	-26	4	4	0	i	-13	0	-3	5
71	COc1ccc(C(=O)Nc2nc3ccccc3s2)c(OC)c1	1	-93	-9	6	91*	i	-93*	-2	83*	8
72	CCOC(=O)c1c(NC(=O)CCN2C(=O)c3ccccc3C2=O)sc(C(=O)OC(C)C)c1C	1	1	4	17	-2	i	4	-3	4	12
73	CCOC(=O)C1=C(CSc2nc3c(cc2C#N)CN(C)CC3)OC(N)=C(C#N)C1c1ccccc1 (centres undefined)	1	5	-2	22	5	i	8	1	0	9
74	COc1cc2c(cc1NC(=S)NC(=O)c1c(OC)cccc1OC)oc1ccccc12	-1	31	-2	29	-5	.	11	0	-1	-81

Not all compounds are listed, so the mix of outcomes need not match the whole.
